# From PubChem
# PAFAH1B3 FP inh: PAFAH1B3 (human) inhibition | hit rate 0.28% among 340,000 | inhibition, % at 3.39 µM | recombinant PAFAH1B3, FP-rhodamine probe, fluorescence polarization | AID 492972;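 active means inhibition above the screen-wide average of all tested compounds plus 3 SD, cut at about 25% in these data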;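 further: 0% = enzyme with DMSO only and 100% = wells lacking PAFAH1B3 protein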
# Fam108B inh: Fam108B inhibition, counter-screen for RBBP9 inhibitors | hit rate 0.33% among 300,000 | inhibition, % at 9.51 µM | recombinant Fam108B, FP-Rh probe fluorescence polarization | AID 1947;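 active means inhibition above the screen mean inhibition plus 3 SD, computed separately per campaign, cut at about 18% in these data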;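 further: inhibitors lower polarization as less probe binds the enzyme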
# GSTO1 counter: GSTO1 inhibition, counter-screen for RBBP9 inhibitors; P78417; recombinant GSTO1, activity-based probe fluorescence polarization; inhibition, % at 5.96 µM; hit rate 1.1% among 300,000;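 active means inhibition above the campaign mean inhibition plus 3 SD, cut at about 35% in these data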;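 further: 0% = GSTO1-1 with DMSO and 100% = wells lacking GSTO1-1 enzyme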
# pPAFAH FP inh: pPAFAH (human) enzyme inhibition; recombinant pPAFAH, FP-rhodamine probe fluorescence polarization; inhibition, % at 3.39 µM; hit rate 1.5% among 330,000; AID 463082;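 active means inhibition above the mean inhibition across the screen plus 3 SD, cut at about 25% in these data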;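 further: inhibitors block binding of the rhodamine activity-based probe so polarization drops; 0% = enzyme with DMSO and 100% = wells lacking pPAFAH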
# Target sequence (Q13093 whole entry, looked up): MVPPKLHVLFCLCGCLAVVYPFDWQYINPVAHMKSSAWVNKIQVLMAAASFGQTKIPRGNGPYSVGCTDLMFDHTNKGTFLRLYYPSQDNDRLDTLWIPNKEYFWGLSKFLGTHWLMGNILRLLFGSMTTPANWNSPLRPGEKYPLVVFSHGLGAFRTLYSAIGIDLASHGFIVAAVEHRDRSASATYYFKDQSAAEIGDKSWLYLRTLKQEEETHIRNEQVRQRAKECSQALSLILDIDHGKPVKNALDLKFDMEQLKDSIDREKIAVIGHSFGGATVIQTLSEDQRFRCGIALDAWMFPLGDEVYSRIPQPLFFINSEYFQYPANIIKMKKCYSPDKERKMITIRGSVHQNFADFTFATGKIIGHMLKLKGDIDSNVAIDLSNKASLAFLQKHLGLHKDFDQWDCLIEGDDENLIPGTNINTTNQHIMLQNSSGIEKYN
# PAFAH2 FP inh: PAFAH2 (human) inhibition. inhibition, % at 3.39 µM. AID 492956. hit rate 0.99% among 340,000. recombinant PAFAH2, FP-rhodamine activity probe, fluorescence polarization;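 active means inhibition above the mean over all tested compounds plus 3 SD, cut at about 30% in these data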;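 further: inhibitors block probe labeling of enzyme so polarization drops; 0% = enzyme with DMSO and 100% = wells lacking PAFAH2 protein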
# LYPLA1 counter: blocks human lysophospholipase 1, a PME1 counter-screen. O75608. recombinant LYPLA1, FP-Rh probe fluorescence polarization. inhibition, % at 5.9 µM. hit rate 0.16% among 320,000. AID 2174;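 active means inhibition above the mean of all tested compounds plus 3 SD, set per campaign, cut at about 14% in these data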;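 further: inhibitors block serine hydrolase probe labeling of LYPLA1 so polarization falls; 0% = enzyme with DMSO and 100% = wells lacking LYPLA1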
# Target sequence (O75608 whole entry, looked up): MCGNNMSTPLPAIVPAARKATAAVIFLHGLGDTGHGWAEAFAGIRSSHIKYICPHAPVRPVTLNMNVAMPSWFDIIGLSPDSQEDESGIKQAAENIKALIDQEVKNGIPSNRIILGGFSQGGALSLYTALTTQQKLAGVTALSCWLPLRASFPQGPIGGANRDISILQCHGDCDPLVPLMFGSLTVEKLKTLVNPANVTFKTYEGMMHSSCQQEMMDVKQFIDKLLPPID
# PME-1 inh: blocks human protein phosphatase methylesterase 1. recombinant PME-1, FP-Rh probe fluorescence polarization. inhibition, % at 5.9 µM. hit rate 0.53% among 320,000. AID 2130;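 active means inhibition above the campaign mean of all compounds plus 3 SD, cut at about 26% in these data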;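 further: competitive labeling of PME-1 active site by serine hydrolase directed probe; 0% = PME-1 with DMSO and 100% = wells lacking PME-1 enzyme; inhibitors block probe labeling so polarization falls and inhibition rises; many of its hits are not listed in these tables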
# Target sequence (Q9Y570 whole entry, looked up): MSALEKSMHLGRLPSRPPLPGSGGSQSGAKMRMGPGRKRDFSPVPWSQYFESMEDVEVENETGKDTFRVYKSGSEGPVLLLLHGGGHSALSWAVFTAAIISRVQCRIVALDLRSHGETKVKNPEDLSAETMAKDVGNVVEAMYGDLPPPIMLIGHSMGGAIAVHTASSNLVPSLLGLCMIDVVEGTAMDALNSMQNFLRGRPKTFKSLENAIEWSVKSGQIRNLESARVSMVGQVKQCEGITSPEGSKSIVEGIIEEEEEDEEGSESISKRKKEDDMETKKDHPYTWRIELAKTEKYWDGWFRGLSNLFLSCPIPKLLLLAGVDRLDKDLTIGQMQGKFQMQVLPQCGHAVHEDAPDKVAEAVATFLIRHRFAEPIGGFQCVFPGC
# PAFAH1B2 inh: inhibitors of human PAFAH1B2. P68402. recombinant PAFAH1B2, FP-rhodamine activity probe, fluorescence polarization. inhibition, % at 3.39 µM. hit rate 1.2% among 340,000. AID 492953;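 active means inhibition above the mean of all tested compounds plus 3 SD, cut at about 24% in these data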;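 further: 0% = enzyme with DMSO and 100% = wells lacking PAFAH1B2; many of its hits are not listed in these tables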
# PAD4 inh: blocks human protein arginine deiminase 4; recombinant PAD4, RCA probe fluorescence polarization; inhibition, % at 6.36 µM; hit rate 0.41% among 330,000; Q9UM07; AID 485272;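 active means percent inhibition above a cutoff equal to the mean of all tested compounds plus 3 SD, cut at about 15% in these data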;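 further: 0% = PAD4 with RCA probe and DMSO and 100% = probe without PAD4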
# The depositor's hits bear a star; nt = not tested or not shown. The list is partial. The share of hits here may be higher or lower than overall.
SMILES	PAD4 inh	PAFAH2 FP inh	PME-1 inh	Fam108B inh	GSTO1 counter	pPAFAH FP inh	LYPLA1 counter	PAFAH1B2 inh	PAFAH1B3 FP inh
COC(=O)CSc1nnc(-c2ccc3c(c2)OCO3)n1C	-3	-3	-1	1	3	-1	2	1	-5
O=C(CCn1cccc1)Nc1nccs1	2	10	-2	2	3	2	-3	7	0
O=C(Nc1cc(Cl)ccc1Cl)C1CC(=O)N(c2ccccc2)C1 (centres undefined)	2	0	-3	3	5	-4	-3	1	8
Cc1[nH]n(-c2ccccc2)c(=O)c1/C=N/N(C)c1ccccc1	2	-7	-8	0	-1	-1	4	3	3
Cc1cc(C)c2c(N)c(S(=O)c3ccc(C(C)(C)C)cc3)sc2n1 (centres undefined)	-3	-4	12	3	-1	1	0	6	-5
Cc1nc(SCC(=O)Nn2c(-c3ccccc3)nc3ccccc3c2=O)n[nH]1	0	1	4	0	-4	2	-1	3	7
CSc1cccc(N2CC(C(=O)Nc3cccc(S(=O)(=O)N4CCCC4)c3)CC2=O)c1 (centres undefined)	-4	-4	3	-3	10	4	-6	-3	0
O=C1NN(c2ccccc2)C(=O)/C1=C\c1coc2ccc(O)cc2c1=O	0	21	3	13	50*	9	2	2	7
CC(=O)Nc1ccc(S(=O)(=O)Oc2cccc(/C=C3\SC(N)=NC3=O)c2)cc1	-8	-17	-40	-33	-46	-6	-23	13	-7
CC(C)c1ccc2nc(N)sc2c1	3	5	-1	2	0	3	0	4	5
C/C=C/C=C/C(=O)O	-7	8	3	nt	nt	2	2	4	1
CCn1ccnc1CN(C)Cc1cn(-c2ccccc2)nc1-c1ccc(OC)cc1F	-2	5	1	0	-10	-1	4	0	1

# Reprinted at random: two records from the list
SMILES	PAD4 inh	PAFAH2 FP inh	PME-1 inh	Fam108B inh	GSTO1 counter	pPAFAH FP inh	LYPLA1 counter	PAFAH1B2 inh	PAFAH1B3 FP inh
CSc1cccc(N2CC(C(=O)Nc3cccc(S(=O)(=O)N4CCCC4)c3)CC2=O)c1 (centres undefined)	-4	-4	3	-3	10	4	-6	-3	0
Cc1[nH]n(-c2ccccc2)c(=O)c1/C=N/N(C)c1ccccc1	2	-7	-8	0	-1	-1	4	3	3

# The results go on.
SMILES	PAD4 inh	PAFAH2 FP inh	PME-1 inh	Fam108B inh	GSTO1 counter	pPAFAH FP inh	LYPLA1 counter	PAFAH1B2 inh	PAFAH1B3 FP inh
C=CCCC(=O)N1CCC(Oc2cccc(C(=O)NCc3ccccn3)c2)CC1	-4	0	2	5	-1	0	-1	-5	3
CC1CCc2cc(F)cc3c(O)c(C(=O)NCC4CCCO4)c(=O)n1c23 (centres undefined)	1	-15	3	3	15	2	5	1	12
CC(C)c1ccc(/C=C/c2ccc(=O)n(C)n2)cc1	-5	-5	-1	0	5	6	-1	1	-1
CCC(=O)N1N=C(c2ccc(C)cc2)CC1c1ccco1 (centres undefined)	0	-2	-2	1	6	-2	-1	2	7
CC(C)N(Cc1nc(-c2ccccc2)no1)C(=O)C(Cl)(Cl)Cl	-2	-1	3	-2	2	5	3	10	0
Cc1ccc(NC(=S)c2nc3ccccc3[nH]2)cc1	-4	3	-1	-2	-55	2	-10	-3	9
CC(C)C[C@@H](C(=O)NCc1ccco1)N1C(=O)N2CCc3c([nH]c4ccccc34)[C@@]2(C)C1=O	1	0	9	2	2	2	5	7	7
CC(C)Cc1nc(SCC(=O)NCC2CCCO2)c2c(=O)n(C)c(=O)n(C)c2n1 (centres undefined)	-2	-3	0	-4	4	-5	-2	2	0
Cc1ccc(N2CC(C(=O)OCc3ccccc3)CC2=O)cc1 (centres undefined)	-2	4	-1	0	2	7	1	1	0
C[C@]12CC[C@H](O)CC1=CCC1C2CC[C@@]2(C)C1CCC21OCCO1 (some centres undefined)	-1	2	nt	nt	nt	1	nt	2	0
Cc1nc(-c2ccccc2)sc1C(N)=O	-2	-2	0	1	2	7	-1	3	11
O=C(C[C@H]1C/C=C\C[C@H](NC(=O)OCC2c3ccccc3-c3ccccc32)C(=O)OC[C@H]2CCCN2C1=O)NCCO	-1	-9	nt	nt	nt	2	nt	-2	12
O=C(NCc1ccccc1)C12CN(Cc3ccccc3)CC1C(c1ccc([N+](=O)[O-])cc1)=NO2 (centres undefined)	1	4	-3	-2	9	6	-2	1	2
CC1(C)CCC(=O)N2CC[C@H]3C[C@H](OC(=O)Nc4ccc5c(c4)OCO5)C[C@@H]1[C@H]32	0	0	-1	-1	2	17	2	0	4
COc1cccc(NC(=O)COC(=O)c2nc(Cl)ccc2Cl)c1	-1	-3	-4	0	8	9	0	-5	2
C#CCN(C#N)c1nc(NCC)nc(NC(C)C)n1	3	-16	0	7	1	7	1	-2	6
COC(=O)c1cc(=O)c2cccc(OC)c2[nH]1	-2	6	-3	-2	5	-1	-1	4	11
CCCS(=O)(=O)c1c(S(=O)(=O)CCC)c2ccccn2c1C(=O)OC	-2	3	-5	-1	-9	-12	-1	5	14
CO/N=C1\CCn2c1c(C)c1ccccc12	-2	7	-4	4	11	-4	-1	5	6
CC(C)c1onc(C(=O)N2CCCCC2)c1[N+](=O)[O-]	-3	0	3	-2	8	7	3	1	-3
O=C(OCC#Cc1c(COC(=O)c2ccccc2)nnn1Cc1ccccc1)c1ccccc1	5	-4	-9	-9	-4	5	-2	2	10
c1ccc(CCNCCCOc2cccc3ccccc23)cc1	0	-1	-5	-2	0	-7	1	2	3
Cc1cc(NC(=O)CSc2nnc(-c3cccc(F)c3)n2N)no1	-14	5	-7	nt	nt	-7	-5	2	11
BrC(/C=C\c1ccccc1)=N/Nc1nc(N2CCOCC2)nc(N2CCOCC2)n1	7	1	-2	0	9	1	2	3	4

# Reformatted: entries from further up.
COC(=O)c1cc(=O)c2cccc(OC)c2[nH]1
  PAD4 inh: -2; PAFAH2 FP inh: 6; PME-1 inh: -3; Fam108B inh: -2; GSTO1 counter: 5; pPAFAH FP inh: -1; LYPLA1 counter: -1; PAFAH1B2 inh: 4; PAFAH1B3 FP inh: 11
CCCS(=O)(=O)c1c(S(=O)(=O)CCC)c2ccccn2c1C(=O)OC
  PAD4 inh: -2; PAFAH2 FP inh: 3; PME-1 inh: -5; Fam108B inh: -1; GSTO1 counter: -9; pPAFAH FP inh: -12; LYPLA1 counter: -1; PAFAH1B2 inh: 5; PAFAH1B3 FP inh: 14
CO/N=C1\CCn2c1c(C)c1ccccc12
  PAD4 inh: -2; PAFAH2 FP inh: 7; PME-1 inh: -4; Fam108B inh: 4; GSTO1 counter: 11; pPAFAH FP inh: -4; LYPLA1 counter: -1; PAFAH1B2 inh: 5; PAFAH1B3 FP inh: 6
CC(C)c1onc(C(=O)N2CCCCC2)c1[N+](=O)[O-]
  PAD4 inh: -3; PAFAH2 FP inh: 0; PME-1 inh: 3; Fam108B inh: -2; GSTO1 counter: 8; pPAFAH FP inh: 7; LYPLA1 counter: 3; PAFAH1B2 inh: 1; PAFAH1B3 FP inh: -3

# 6 compounds out of the list above, ordered by their value in pPAFAH FP inh, highest first.
SMILES,PAD4 inh,PAFAH2 FP inh,PME-1 inh,pPAFAH FP inh,PAFAH1B2 inh,PAFAH1B3 FP inh
Cc1nc(-c2ccccc2)sc1C(N)=O,-2,-2,0,7,3,11
O=C(CCn1cccc1)Nc1nccs1,2,10,-2,2,7,0
Cc1cc(C)c2c(N)c(S(=O)c3ccc(C(C)(C)C)cc3)sc2n1 (centres undefined),-3,-4,12,1,6,-5
COC(=O)c1cc(=O)c2cccc(OC)c2[nH]1,-2,6,-3,-1,4,11
CCC(=O)N1N=C(c2ccc(C)cc2)CC1c1ccco1 (centres undefined),0,-2,-2,-2,2,7
CCCS(=O)(=O)c1c(S(=O)(=O)CCC)c2ccccn2c1C(=O)OC,-2,3,-5,-12,5,14

# Following part
SMILES	PAD4 inh	PAFAH2 FP inh	PME-1 inh	Fam108B inh	GSTO1 counter	pPAFAH FP inh	LYPLA1 counter	PAFAH1B2 inh	PAFAH1B3 FP inh
COc1cc(Cl)ccc1OCc1cc(C(=O)N(C)Cc2cccc3cnccc23)no1	-3	-6	-1	-2	-3	3	1	3	-7
CC(=O)c1c(C)[nH]c(C(=O)COC(=O)c2cccs2)c1C	0	7	nt	nt	nt	6	nt	-1	3
OC(COc1ccc(Cl)cc1Cl)CN1CCc2ccccc2C1 (centres undefined)	1	-4	2	2	-7	4	-4	-1	9
COC(=O)C1=C(N)OC2=C(C(=O)CCC2)C1c1ccccc1OC (centres undefined)	-1	-3	0	-4	-7	3	0	2	-7
COc1ccc(OCc2nnc(NC(=O)Nc3ccccc3F)s2)cc1	-3	-7	-14	-7	-3	2	0	-3	4
O=C(CN1C(=O)NC2(CCc3ccccc32)C1=O)c1ccc2c(c1)OCCO2 (centres undefined)	-1	-2	-5	2	-1	1	-4	-3	4
C=CCOC(=O)C1=C(C)NC(=O)NC1c1ccc(OC(=O)c2ccco2)c(OC)c1 (centres undefined)	-2	3	1	5	-21	-5	0	8	-1
CCOC(=O)c1ccccc1NC(=O)CSc1cccc[n+]1[O-]	-1	-4	3	0	0	4	6	-3	3
COc1ccc(-c2noc(CCCCC(=O)N3CCN(c4cc(C)ccc4C)CC3)n2)cc1	0	7	nt	nt	nt	7	nt	-1	-1
COc1cc(C(=O)N2C(=O)CCC2=O)cc(OC)c1OC	-2	2	6	-2	-1	6	1	0	-3
Cc1cc([N+](=O)[O-])cc(C)c1OCC(=O)N/N=C/c1ccc(OC(=O)c2ccccc2Br)cc1	0	-8	-4	-13	-2	10	-3	1	-7
O=C(N/N=C/c1ccc[nH]1)c1cc(-c2cccs2)nc2ccccc12	-6	1	-1	-5	-9	6	-12	14	15
O=C(Nc1ccc(NS(=O)(=O)c2ccccc2)cc1)c1ccccc1	0	10	-5	-1	-1	34*	-2	10	-5
Cn1c(SCC(=O)N2CCOCC2)nc2sc3c(c2c1=O)CCCC3	2	12	-2	1	-1	0	-3	4	8
CCOC(=O)Cc1csc(NC(=O)CCN2C(=O)c3cccc([N+](=O)[O-])c3C2=O)n1	-3	-3	-2	1	-3	4	1	2	1
N#CCCn1cc(C(=O)Nc2ccc([N+](=O)[O-])cc2)c(-c2cccs2)n1	4	-15	-38	-7	-1	-10	-14	-1	-3
CCC(=O)Nc1ccc(C(=O)OCc2ccccc2)cc1	-5	4	-8	-2	2	6	3	3	6
COc1ccc(C(=O)Nc2ccc(S(=O)(=O)N3CCOCC3)cc2)cc1	-1	nt	3	0	-8	3	-1	nt	nt
Cc1cc(Nc2ccc(Cl)cc2)n(-c2cccc(Cl)c2)n1	1	5	3	0	-3	9	1	1	2
COc1ccc(OC)c(Nc2nc(NCCC(C)C)nc(N)c2[N+](=O)[O-])c1	-3	0	1	-1	-2	14	-1	3	2
COC(=O)CSc1nc(NCc2ccccc2)nc(N(C)C)n1	-1	-6	1	7	10	0	-2	3	-2
O=C(CN1CCc2ccccc2C1)NC1CCCC1	-4	-3	3	2	-5	6	1	-2	2
COc1cccc(OCc2cc(C(=O)N(C)CCC3CCCCO3)no2)c1 (centres undefined)	2	7	-3	5	-5	0	-2	3	0
C=C(C)CSc1nnc2[nH]c(=O)cc(N)n12	-3	3	-3	-2	2	4	-2	1	6
N/C(=N/OC(=O)c1cccc([N+](=O)[O-])c1)c1cccc([N+](=O)[O-])c1	-3	5	3	-2	-3	-1	2	3	3
COc1cc(NS(C)(=O)=O)c(OC)cc1NC(=O)c1cccc(F)c1	0	-2	1	-4	2	4	1	1	6
CC(C)C(=O)N(c1ccc2oc(=O)sc2c1)S(=O)(=O)c1ccccc1	24*	18	-5	-2	18	-7	1	4	1
C=CCn1ccc(=NC=C(C#N)C#N)c2ccccc21	-2	2	0	1	-1	0	2	3	2
